pPAFAH FP inh: inhibitors of human plasma PAF acetylhydrolase (pPAFAH); Q13093; recombinant pPAFAH, FP-rhodamine probe fluorescence polarization; inhibition, % at 3.39 µM; hit rate 1.5% among 330,000;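 active = inhibition above the mean inhibition across the screen plus 3 SD, cut at about 25% in these data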;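 note: inhibitors block binding of the rhodamine activity-based probe so polarization drops; 0% = enzyme with DMSO and 100% = wells lacking pPAFAH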
Fam108B counter: Fam108B inhibition, counter-screen for RBBP9 inhibitors; hit rate 0.33% among 300,000; inhibition, % at 9.51 µM; recombinant Fam108B, FP-Rh probe fluorescence polarization;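 active = inhibition above the screen mean inhibition plus 3 SD, computed separately per campaign, cut at about 18% in these data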;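 note: inhibitors lower polarization as less probe binds the enzyme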
LYPLA1 counter: LYPLA1 (human) inhibition in PME1 counter-screen; recombinant LYPLA1, FP-Rh probe fluorescence polarization; inhibition, % at 5.9 µM; O75608; hit rate 0.16% among 320,000;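 active = inhibition above the mean of all tested compounds plus 3 SD, set per campaign, cut at about 14% in these data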;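 note: inhibitors block serine hydrolase probe labeling of LYPLA1 so polarization falls; 0% = enzyme with DMSO and 100% = wells lacking LYPLA1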
Target sequence (O75608 whole entry, looked up): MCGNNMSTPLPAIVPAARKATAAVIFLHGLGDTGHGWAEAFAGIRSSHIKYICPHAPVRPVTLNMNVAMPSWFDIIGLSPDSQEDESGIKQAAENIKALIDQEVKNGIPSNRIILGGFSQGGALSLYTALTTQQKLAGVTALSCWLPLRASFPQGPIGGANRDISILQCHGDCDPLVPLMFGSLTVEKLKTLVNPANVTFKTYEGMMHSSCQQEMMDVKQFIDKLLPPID
PAFAH1B2 FP inh: blocks human PAF acetylhydrolase 1b catalytic subunit 2. P68402. recombinant PAFAH1B2, FP-rhodamine activity probe, fluorescence polarization. inhibition, % at 3.39 µM. hit rate 1.2% among 340,000. AID 492953;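 active = inhibition above the mean of all tested compounds plus 3 SD, cut at about 24% in these data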;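 note: 0% = enzyme with DMSO and 100% = wells lacking PAFAH1B2; many of its hits are not listed in these tables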
Target sequence (P68402 whole entry, looked up): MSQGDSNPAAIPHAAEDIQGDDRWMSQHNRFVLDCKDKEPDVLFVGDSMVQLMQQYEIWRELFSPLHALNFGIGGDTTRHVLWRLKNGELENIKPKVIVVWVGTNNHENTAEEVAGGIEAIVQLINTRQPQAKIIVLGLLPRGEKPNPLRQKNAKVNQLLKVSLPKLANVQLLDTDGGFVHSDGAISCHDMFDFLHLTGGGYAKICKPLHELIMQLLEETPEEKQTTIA
PAFAH1B3 inh: PAFAH1B3 (human) inhibition. Q15102. AID 492972. inhibition, % at 3.39 µM. hit rate 0.28% among 340,000. recombinant PAFAH1B3, FP-rhodamine probe, fluorescence polarization;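 active = inhibition above the screen-wide average of all tested compounds plus 3 SD, cut at about 25% in these data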;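 note: 0% = enzyme with DMSO only and 100% = wells lacking PAFAH1B3 protein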
Target sequence (Q15102 whole entry, looked up): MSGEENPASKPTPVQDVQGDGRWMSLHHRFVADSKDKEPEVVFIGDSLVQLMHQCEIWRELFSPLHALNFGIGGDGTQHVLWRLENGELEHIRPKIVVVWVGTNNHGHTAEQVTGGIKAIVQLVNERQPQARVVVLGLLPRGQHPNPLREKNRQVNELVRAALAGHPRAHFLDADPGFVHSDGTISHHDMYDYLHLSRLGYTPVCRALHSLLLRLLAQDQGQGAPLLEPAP
PAFAH2 FP inh: inhibitors of human PAFAH2; recombinant PAFAH2, FP-rhodamine activity probe, fluorescence polarization; hit rate 0.99% among 340,000; Q99487; inhibition, % at 3.39 µM;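 active = inhibition above the mean over all tested compounds plus 3 SD, cut at about 30% in these data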;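 note: inhibitors block probe labeling of enzyme so polarization drops; 0% = enzyme with DMSO and 100% = wells lacking PAFAH2 protein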
GSTO1 counter: counter-screen for RBBP9 inhibitors: inhibitors of human GSTO1. AID 1974. P78417. hit rate 1.1% among 300,000. recombinant GSTO1, activity-based probe fluorescence polarization. inhibition, % at 5.96 µM;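 active = inhibition above the campaign mean inhibition plus 3 SD, cut at about 35% in these data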;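 note: 0% = GSTO1-1 with DMSO and 100% = wells lacking GSTO1-1 enzyme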
PME-1 inh: PME-1 (human) inhibition; Q9Y570; recombinant PME-1, FP-Rh probe fluorescence polarization; inhibition, % at 5.9 µM; hit rate 0.53% among 320,000; AID 2130;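 active = inhibition above the campaign mean of all compounds plus 3 SD, cut at about 26% in these data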;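 note: competitive labeling of PME-1 active site by serine hydrolase directed probe; 0% = PME-1 with DMSO and 100% = wells lacking PME-1 enzyme; inhibitors block probe labeling so polarization falls and inhibition rises; many of its hits are not listed in these tables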
Target sequence (Q9Y570 whole entry, looked up): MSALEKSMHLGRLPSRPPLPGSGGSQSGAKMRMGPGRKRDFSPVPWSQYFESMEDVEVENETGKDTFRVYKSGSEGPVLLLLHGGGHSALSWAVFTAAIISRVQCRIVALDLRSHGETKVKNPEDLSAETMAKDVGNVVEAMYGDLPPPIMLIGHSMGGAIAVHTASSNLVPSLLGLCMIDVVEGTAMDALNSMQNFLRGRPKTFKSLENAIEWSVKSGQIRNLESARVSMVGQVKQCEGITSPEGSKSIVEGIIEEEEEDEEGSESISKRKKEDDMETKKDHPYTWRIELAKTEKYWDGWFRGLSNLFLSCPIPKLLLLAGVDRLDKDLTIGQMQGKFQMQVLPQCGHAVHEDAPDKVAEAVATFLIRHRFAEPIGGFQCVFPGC
PAD4 inh: PAD4 (human) enzyme inhibition; Q9UM07; recombinant PAD4, RCA probe fluorescence polarization; inhibition, % at 6.36 µM; hit rate 0.41% among 330,000; AID 485272;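 active = percent inhibition above a cutoff equal to the mean of all tested compounds plus 3 SD, cut at about 15% in these data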;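 note: 0% = PAD4 with RCA probe and DMSO and 100% = probe without PAD4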
Starred values were filed as active, the others as inactive.

CCCOCn1cc(F)c(=O)[nH]c1=O was read as pPAFAH FP inh 3, Fam108B counter 2, LYPLA1 counter -1, PAFAH1B2 FP inh 1, PAFAH1B3 inh 5, PAFAH2 FP inh 3, GSTO1 counter 3, PME-1 inh 9 and PAD4 inh 0.
NC(=O)C1CCN(C(=O)c2ccc(Cl)c(S(=O)(=O)NCc3ccco3)c2)CC1 was read as pPAFAH FP inh 1, LYPLA1 counter -2, PAFAH1B2 FP inh -2, PAFAH1B3 inh 3, PAFAH2 FP inh 14, PME-1 inh 6 and PAD4 inh -2.
Cc1nc2ncnn2c(N2CCN(C(=O)c3cccc(F)c3)CC2)c1Cc1ccccc1 was read as pPAFAH FP inh 3, Fam108B counter 0, LYPLA1 counter 3, PAFAH1B2 FP inh 7, PAFAH1B3 inh 3, PAFAH2 FP inh -3, GSTO1 counter 3, PME-1 inh 5 and PAD4 inh -5.
`CCN1C(=O)N[C@H](c2ccc(Br)cc2)C(C(C)=O)=C1C` gave pPAFAH FP inh -3, Fam108B counter 0, LYPLA1 counter -2, PAFAH1B2 FP inh 3, PAFAH1B3 inh -7, PAFAH2 FP inh 9, GSTO1 counter 2, PME-1 inh 0 and PAD4 inh -2.
COc1c(Cl)cc(C(=O)NCc2ccco2)cc1Cl was read as pPAFAH FP inh 7, Fam108B counter 1, LYPLA1 counter 2, PAFAH1B2 FP inh 0, PAFAH1B3 inh 11, PAFAH2 FP inh -9, GSTO1 counter 3, PME-1 inh 3 and PAD4 inh 2.
Screening CC[C@]12c3[nH]c4cc(CCC(=O)N(C)C)ccc4c3CCN1C(=O)[C@@H](CC(=O)NCCC1=CCCCC1)C[C@@H]2C(=O)N1CCN(C(=O)c2ccco2)CC1 returned pPAFAH FP inh 10, PAFAH1B2 FP inh 0, PAFAH1B3 inh 4, PAFAH2 FP inh 5 and PAD4 inh 2.
For Cc1nc(SCC(=O)NCC2CCCO2)c2c3c(sc2n1)CCCC3 (stereo not drawn) the results were pPAFAH FP inh 2, Fam108B counter -4, LYPLA1 counter 2, PAFAH1B2 FP inh 3, PAFAH1B3 inh 6, PAFAH2 FP inh 5, GSTO1 counter -9, PME-1 inh 3 and PAD4 inh -2.
For O=C(Cn1c(O)c(/C=C2\C=Nc3ccc(Br)cc32)sc1=O)N1CCCC1 the results were pPAFAH FP inh 18, Fam108B counter 8, LYPLA1 counter 5, PAFAH1B2 FP inh -2, PAFAH1B3 inh -9, PAFAH2 FP inh 5, GSTO1 counter 12, PME-1 inh 2 and PAD4 inh -5.
Screening CCOc1ccc(N(Cc2cc3ccc(C)cc3[nH]c2=O)S(=O)(=O)c2ccccc2)cc1 returned pPAFAH FP inh 0, Fam108B counter -13, LYPLA1 counter -10, PAFAH1B2 FP inh -1, PAFAH1B3 inh 7, PAFAH2 FP inh -8, GSTO1 counter -20, PME-1 inh -12 and PAD4 inh 3.
For CCOC(=O)C1CCCN(C(=O)c2sc3nc(-c4ccccc4)cn3c2C)C1 (stereo not drawn) the results were pPAFAH FP inh 6, Fam108B counter 1, LYPLA1 counter -2, PAFAH1B2 FP inh 1, PAFAH1B3 inh 2, PAFAH2 FP inh -5, GSTO1 counter -7, PME-1 inh -1 and PAD4 inh 2.
`COc1ccc(CN2C(=O)c3ccccc3C2=O)cc1C(=O)N(C)CC(=O)Nc1c(C)cccc1C` gave pPAFAH FP inh 3, LYPLA1 counter -2, PAFAH1B2 FP inh 5, PAFAH1B3 inh 1, PAFAH2 FP inh 4, PME-1 inh 8 and PAD4 inh -2.
Screening CCc1cc(C(=O)N/N=C/c2ccc(OC)cc2)c2ccccc2n1 returned pPAFAH FP inh 3, Fam108B counter -5, LYPLA1 counter 0, PAFAH1B2 FP inh 8, PAFAH1B3 inh 6, PAFAH2 FP inh -2, GSTO1 counter 3, PME-1 inh -3 and PAD4 inh 0.
`O=C(Nc1ccc(S(=O)(=O)NCc2ccccc2)cc1)c1ccc(Br)o1` gave pPAFAH FP inh 3, Fam108B counter -6, LYPLA1 counter -5, PAFAH1B2 FP inh -1, PAFAH1B3 inh 6, PAFAH2 FP inh -9, GSTO1 counter -11, PME-1 inh -6 and PAD4 inh -7.
For O=C(Nc1nccs1)c1cccc(NC(=O)c2ccco2)c1 the results were pPAFAH FP inh 0, Fam108B counter 3, LYPLA1 counter 0, PAFAH1B2 FP inh 3, PAFAH1B3 inh 5, PAFAH2 FP inh 2, GSTO1 counter 0, PME-1 inh 4 and PAD4 inh -6.
Screening O=C(C1=C(O)C(=O)N(CC2CCCO2)C1c1ccccc1F)c1ccco1 (stereo not drawn) returned pPAFAH FP inh 2, Fam108B counter 1, LYPLA1 counter -1, PAFAH1B2 FP inh 3, PAFAH1B3 inh 4, PAFAH2 FP inh 2, GSTO1 counter -2, PME-1 inh 1 and PAD4 inh -2.
COc1ccc2cc(Br)ccc2c1CC(=O)NCCCN1CCOCC1 was read as pPAFAH FP inh 3, Fam108B counter 0, LYPLA1 counter 0, PAFAH1B2 FP inh 0, PAFAH1B3 inh 7, PAFAH2 FP inh 10, GSTO1 counter 8, PME-1 inh -1 and PAD4 inh -4.
Screening COCCN(C(=O)c1csnn1)C(C(=O)NC1CCCC1)c1ccccc1F (stereo not drawn) returned pPAFAH FP inh 3, Fam108B counter 1, LYPLA1 counter 3, PAFAH1B2 FP inh 0, PAFAH1B3 inh 8, PAFAH2 FP inh 0, GSTO1 counter 4, PME-1 inh 4 and PAD4 inh -3.
For CCc1ccc(OCCCC(=O)Nc2cccc(C(=O)O)c2)cc1 the results were pPAFAH FP inh -3, Fam108B counter -2, LYPLA1 counter 1, PAFAH1B2 FP inh 2, PAFAH1B3 inh 4, PAFAH2 FP inh -4, GSTO1 counter 5, PME-1 inh 3 and PAD4 inh 3.
Cc1ccc(OCC(=O)N2c3ccccc3CC2C)c([N+](=O)[O-])n1 (stereo not drawn) was read as pPAFAH FP inh 4, Fam108B counter 7, LYPLA1 counter 1, PAFAH1B2 FP inh 8, PAFAH1B3 inh 6, PAFAH2 FP inh 2, GSTO1 counter 0, PME-1 inh -7 and PAD4 inh -6.
For CCC(=O)Nc1sc2c(c1C(=O)OC)CCN(Cc1ccccc1)C2 the results were pPAFAH FP inh 4, Fam108B counter 10, LYPLA1 counter 4, PAFAH1B2 FP inh 6, PAFAH1B3 inh 6, PAFAH2 FP inh 4, GSTO1 counter -3, PME-1 inh 4 and PAD4 inh -1.
Screening CCCC1NC(=O)NC(C)=C1C(=O)OCC (stereo not drawn) returned pPAFAH FP inh 2, Fam108B counter 1, LYPLA1 counter -1, PAFAH1B2 FP inh 2, PAFAH1B3 inh 4, PAFAH2 FP inh 2, GSTO1 counter -8, PME-1 inh 0 and PAD4 inh -1.
Screening O=C(Nc1cc([N+](=O)[O-])ccc1F)c1cccs1 returned pPAFAH FP inh 4, Fam108B counter 3, LYPLA1 counter 3, PAFAH1B2 FP inh 5, PAFAH1B3 inh 8, PAFAH2 FP inh -1, GSTO1 counter 4, PME-1 inh 0 and PAD4 inh -4.
CCOC(=O)C1=C(CC)Nc2ccccc2N=C1NC(=O)c1ccc(S(=O)(=O)N2CCCC2)cc1 was read as pPAFAH FP inh 5, Fam108B counter -6, LYPLA1 counter 8, PAFAH1B2 FP inh 1, PAFAH1B3 inh -1, PAFAH2 FP inh -7, GSTO1 counter -2, PME-1 inh 8 and PAD4 inh -3.
Screening COc1ccccc1C(=O)NC(=O)COC(=O)c1ccc(Cl)nc1 returned pPAFAH FP inh 6, Fam108B counter 3, LYPLA1 counter -1, PAFAH1B2 FP inh 5, PAFAH1B3 inh -2, PAFAH2 FP inh 3, GSTO1 counter 7, PME-1 inh 6 and PAD4 inh -1.
For O=C(NCCc1ccccc1)C1CCN(S(=O)(=O)c2ccc(-n3cnnn3)cc2)CC1 the results were pPAFAH FP inh 1, Fam108B counter 2, LYPLA1 counter 2, PAFAH1B2 FP inh 5, PAFAH1B3 inh 8, PAFAH2 FP inh -3, GSTO1 counter 1, PME-1 inh 1 and PAD4 inh 2.
For COc1cccc(C(C(=O)NC(C)(C)C)N(CCC(C)C)C(=O)CCC(=O)Nc2cc(C)on2)c1OC (stereo not drawn) the results were pPAFAH FP inh 0, Fam108B counter 5, LYPLA1 counter -2, PAFAH1B2 FP inh -1, PAFAH1B3 inh 1, PAFAH2 FP inh -4, GSTO1 counter -3, PME-1 inh -3 and PAD4 inh -1.
For O=C(NC(=S)Nc1ccccn1)c1ccc(-c2ccccc2)cc1 the results were pPAFAH FP inh -6, Fam108B counter -7, LYPLA1 counter -3, PAFAH1B2 FP inh -5, PAFAH1B3 inh 1, PAFAH2 FP inh -5, GSTO1 counter 3, PME-1 inh -2 and PAD4 inh -7.
Screening CC(NC(=O)Cc1ccccc1)c1ccccc1 (stereo not drawn) returned pPAFAH FP inh 0, Fam108B counter -1, LYPLA1 counter 1, PAFAH1B2 FP inh 3, PAFAH1B3 inh 9, PAFAH2 FP inh 5, GSTO1 counter 8, PME-1 inh -3 and PAD4 inh -7.
COC(=O)CSc1nnc(-c2c[nH]c3ccccc23)o1 was read as pPAFAH FP inh 2, Fam108B counter 2, LYPLA1 counter 2, PAFAH1B2 FP inh -2, PAFAH1B3 inh 0, PAFAH2 FP inh 4, GSTO1 counter 10, PME-1 inh -5 and PAD4 inh -6.
Screening Cc1cc(C)n(-c2ccc(NC(=O)C3CCCCN3C(=O)c3ccc(C)s3)cc2)n1 (stereo not drawn) returned pPAFAH FP inh -7, Fam108B counter -2, LYPLA1 counter -1, PAFAH1B2 FP inh 1, PAFAH1B3 inh -2, PAFAH2 FP inh -2, GSTO1 counter -1, PME-1 inh 1 and PAD4 inh -1.
Screening Cc1ccc(C(=O)OCC(=O)NC2CC2)s1 returned pPAFAH FP inh 8, PAFAH1B2 FP inh 4, PAFAH1B3 inh 10, PAFAH2 FP inh 70* and PAD4 inh 0.
Screening COc1cccc(CNC(=O)CCNC(=O)N2CCn3c2nc2ccccc23)c1 returned pPAFAH FP inh 7, Fam108B counter -2, LYPLA1 counter 0, PAFAH1B2 FP inh 4, PAFAH1B3 inh 1, PAFAH2 FP inh 5, GSTO1 counter 4, PME-1 inh 5 and PAD4 inh 1.
O=C1c2cnc3nc(SCc4cccc(Cl)c4)nn3c2CC2c3ccccc3CCN12 (stereo not drawn) was read as pPAFAH FP inh 2, Fam108B counter 4, LYPLA1 counter 4, PAFAH1B2 FP inh 5, PAFAH1B3 inh 2, PAFAH2 FP inh -2, GSTO1 counter 3, PME-1 inh -2 and PAD4 inh -2.
CCC(C)NC(=O)C1c2ccccc2C(=O)N1Cc1ccccc1 (stereo not drawn) was read as pPAFAH FP inh 5, Fam108B counter 3, LYPLA1 counter -1, PAFAH1B2 FP inh 3, PAFAH1B3 inh 3, PAFAH2 FP inh 5, GSTO1 counter -5, PME-1 inh 4 and PAD4 inh 2.
O=S(NCc1ccccc1)C12CC3CC(CC(C3)C1)C2 (stereo not drawn) was read as pPAFAH FP inh -4, Fam108B counter -1, LYPLA1 counter 0, PAFAH1B2 FP inh 6, PAFAH1B3 inh -11, PAFAH2 FP inh -1, GSTO1 counter 4, PME-1 inh -2 and PAD4 inh -1.
COc1ccc(C2NC(=O)C(C)S2)cc1 (stereo not drawn) was read as pPAFAH FP inh 7, Fam108B counter -2, LYPLA1 counter -1, PAFAH1B2 FP inh 1, PAFAH1B3 inh 5, PAFAH2 FP inh 4, GSTO1 counter -6, PME-1 inh 4 and PAD4 inh -1.

Screens: PubChem, The Scripps Research Institute Molecular Screening Center

These rows are one share of the data, so the mix of outcomes need not match the whole.
